Screens deposited in PubChem BioAssay by National Center for Advancing Translational Sciences (NCATS).
KCNH2 3.1 inh: KCNH2 3.1 (human) potassium channel inhibition; U2OS KCNH2 3.1, thallium flux FluxOr; active compounds read low; activity change, % (tested at about 1.8 µM); actives 0.95% (n = 340,000);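 active = maximum activity change below -70%; inconclusive = maximum activity change from -70% to -50%; inactive = maximum activity change above -50%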;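 note: thallium influx rate constant from kinetic fluorescence after stimulation buffer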
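We transduce U2OS cells with the mutant 3.1 virus, culture them overnight, load FluxOr with Red40 quencher for 45 min, then add stimulation buffer and read kinetically for 2 min to derive a normalized rate constant.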
uPA generation: blocks generation of uPA at the cell surface; cell surface uPA generation assay, qHTS; Potency, µM (top dose mostly 38.3 µM), for inactives: top-dose activity change, negative = inhibition, usual class: inhibitors; actives 0.31% (n = 330,000); active = well fitted inhibition curve with a large enough effect; inconclusive = small, poorly fitted or top-dose-only effect; inactive = no such curve, though single readings can be large or run the other way; tested in mouse RAW 264.7 cells; note: potency is the fitted concentration of half-maximal effect; nearly all actives have a fitted effect of over 55% in size
B2AR arrestin: agonists driving beta-arrestin recruitment to human beta2-adrenergic receptor; actives 0.02% (n = 330,000); beta-arrestin recruitment to beta2AR, cell-based reporter; Potency, µM (highest dose often 46.1 µM), inactives show at the highest dose activation, usual class: activators; P07550; AID 492947;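 note: potency is the fitted concentration of half-maximal effect; 0% = DMSO controls and full agonism = EC100 isoproterenol or metaproterenol; nearly all actives have a fitted effect of over 65% in size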
PKM2 act: increases activity of human pyruvate kinase M2. purified PKM2, Kinase-Glo ATP luminescence, activation; response scale: 0% is enzyme alone, no compound. Potency, µM (highest dose often 57.5 µM), for inactives: at the top dose activation, most hits filed as activators. actives 0.34% (n = 260,000); note: potency is the fitted concentration of half-maximal effect; nearly all actives have a fitted effect of over 55% in size
Target sequence (P14618 whole entry, looked up): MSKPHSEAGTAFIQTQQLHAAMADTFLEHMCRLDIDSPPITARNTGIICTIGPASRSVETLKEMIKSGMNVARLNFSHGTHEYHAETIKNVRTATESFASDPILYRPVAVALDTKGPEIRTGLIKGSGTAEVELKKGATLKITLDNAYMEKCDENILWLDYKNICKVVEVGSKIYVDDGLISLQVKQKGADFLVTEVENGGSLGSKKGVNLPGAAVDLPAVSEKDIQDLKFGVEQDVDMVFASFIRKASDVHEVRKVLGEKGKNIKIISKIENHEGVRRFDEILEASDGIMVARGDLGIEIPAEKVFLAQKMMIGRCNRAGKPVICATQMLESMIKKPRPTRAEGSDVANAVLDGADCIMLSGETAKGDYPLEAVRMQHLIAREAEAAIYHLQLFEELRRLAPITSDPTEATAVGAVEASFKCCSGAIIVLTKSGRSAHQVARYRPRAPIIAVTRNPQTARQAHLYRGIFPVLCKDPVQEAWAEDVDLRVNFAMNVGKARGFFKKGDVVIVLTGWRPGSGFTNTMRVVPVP
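ATP formation by purified human PK-M2, quantified via coupled luciferase luminescence after 1 h at room temperature with 0.1 mM ADP and 0.5 mM PEP final.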
USP2a block: USP2a (human) protease inhibition | AID 463254 | O75604 | actives 0.01% (n = 330,000) | Potency, µM (top dose mostly 38.3 µM), for the others: at the top dose activity change, negative = inhibition, most hits filed as inhibitors | USP2 core, Ub-CHOP2 coupled fluorogenic reporter, 485/531;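 note: potency is the fitted concentration of half-maximal effect; plate controls were DMSO wells for no effect and full inhibition by NEM control for full effect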
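Deubiquitinase activity read as fluorescence (485/531 nm) after Ub-CHOP2 cleavage activates the enterokinase reporter on its substrate; USP2 core 10nM, Ub-CHOP2 and substrate 25nM each, 30min compound preincubation then 60min RT; data normalized to NEM, curves fitted.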
Giardia kill: Giardia lamblia killing; AID 540267; activity change, % at 7.66 µM, hits read low; Giardia lamblia trophozoite viability; actives 0.15% (n = 340,000); in the data active = activity change below about -80%; inconclusive = between about -30% and that limit;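 note: parasites exposed to compound for two days anaerobically before the ATP read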
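Luminescence from cellular ATP indicates surviving trophozoites (100 cells/well) following 48 hrs anaerobic compound treatment at 37 deg C; signal develops 15-30 min at room temperature.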
BCR signal inh: chronic active BCR signaling inhibition; Potency, µM (highest dose often 46.1 µM), without a hit: at the highest dose ratio change, negative = lower green/red ratio, hits mostly inhibitors; ABC-DLBCL IkBa-CBG/CBR reporter, luminescence ratio, 4 h; actives 0.05% (n = 340,000); active = well fitted inhibition curve with a large enough effect in the signal ratio, with a control signal flat, not every such curve was filed as active; inconclusive = small, poorly fitted or top-dose-only effect, or effect the other way, or a change in a side signal; the % refers to the signal ratio;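 note: potency is the fitted concentration of half-maximal effect; plate controls were basal doxycycline-induced cells for no effect and cells given 10 µM MG132 for full effect; MG132 reads +100%, hits lower the ratio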
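Cell line TMD8 (human ABC DLBCL), stably expressing tet-inducible CBG68-IkBa fusion and CBR; IMDM/0.5% FBS; cpd up to 46 uM; dox induction, 4 h, 37C/5% CO2; dual luminescence; green/red ratio; MG132 control.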
Eya2 inh: Eya2 (human) phosphatase inhibition; O00167; recombinant Eya2, OMFP fluorescence dephosphorylation (OMFP is methylfluorescein phosphate); Potency, µM (doses to about 76.9 µM), inactives show at the top dose activity, negative = inhibition, most hits filed as inhibitors; actives 0.006% (n = 330,000); AID 488837; note: potency is the fitted concentration of half-maximal effect
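Eya2 (0.2 uM) preincubated 10 min at ambient with compound, then OMFP substrate added at 50 uM; 10 min reaction in 50 mM HEPES pH 7.5, 50 mM NaCl, 5 uM MgCl2, 0.05% BSA, 1 mM DTT. Fluorescence read at Ex 485/Em 525 nm.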
hERG WT inh: KCNH2 (human, wildtype) channel inhibition; AID 720551; Q12809; U2OS, BacMam KCNH2, thallium flux FluxOr; active compounds read low; actives 0.37% (n = 340,000); activity change, % at 1.84 µM;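 active = maximum activity change below -70%; inconclusive = maximum activity change between -70% and -50%; inactive = maximum activity change above -50%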
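U2OS cells were transduced with wild-type KCNH2 virus (2.03 x 10^8 / mL) for 4 h at room temperature, then cultured overnight at 37 C. Thallium flux was read with FluxOr dye. Rate constants were normalized to DMSO controls.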
Coupling enz: inhibits coupling enzyme system, counter-screen for aldolase hits. AID 2472. activity change, negative = inhibition, % at 58.2 µM, hits read low. actives 0.67% (n = 290,000). coupling enzyme system counterscreen, AmpLite Red fluorescence; in the data active = activity change below about -30%
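Compounds tested against the coupling enzymes alone at 57.5 uM final; readout was AmpLite Red fluorescence (525/598 nm) after 20 min at RT.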
GALK inh: inhibitors of human galactokinase | Potency, µM (titrated, usually from 57.5 µM), inactives show at the highest dose activity change, negative = inhibition, actives largely listed as inhibitors | actives 0.007% (n = 270,000) | Purified GALK, Kinase-Glo residual ATP luminescence; note: potency is the fitted concentration of half-maximal effect
Target sequence (P51570 whole entry, looked up): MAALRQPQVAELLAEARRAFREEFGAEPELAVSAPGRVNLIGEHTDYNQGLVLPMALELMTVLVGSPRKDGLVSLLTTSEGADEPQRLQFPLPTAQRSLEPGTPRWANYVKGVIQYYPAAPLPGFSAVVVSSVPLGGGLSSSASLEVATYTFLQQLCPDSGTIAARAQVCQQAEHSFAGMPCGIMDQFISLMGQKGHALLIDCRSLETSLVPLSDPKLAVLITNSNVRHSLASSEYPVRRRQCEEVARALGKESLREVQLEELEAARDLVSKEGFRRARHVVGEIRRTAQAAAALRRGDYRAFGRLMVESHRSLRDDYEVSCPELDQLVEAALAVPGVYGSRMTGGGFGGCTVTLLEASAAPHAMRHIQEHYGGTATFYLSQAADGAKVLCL
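Quantitative HTS: GALK 5 nM, ATP 35 uM, galactose 100 uM, 1 h room temperature, then luciferase-based ATP detection.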
An asterisk follows results filed as active; ? = inconclusive; nt = not tested or not shown; & = joins results of further samples; [ ] = remark or other dose. Unless noted, calls come from the whole dose curve; as a rule, active = well fitted curve in the direction sought with a large enough effect; inconclusive = small, poorly fitted or top-dose-only effect, or another doubt; inactive = no such curve, though single readings can be large; an effect the other way counts as inactive or inconclusive. Unless noted, % is set by controls: 0 for no effect and ±100 for the full control effect.

SMILES	KCNH2 3.1 inh	uPA generation	B2AR arrestin	PKM2 act	USP2a block	Giardia kill	BCR signal inh	Eya2 inh	hERG WT inh	Coupling enz	GALK inh
CCCNC(=O)c1cc(S(=O)(=O)N2CCc3ccccc32)cn1C	21	?	1.0%	2%	4%	-6	7%	-5%	1	0	nt
O=C(CCNC(=O)N1CC(=O)Nc2ccccc21)NCc1cccc(Cl)c1	3	4%	-0.6%	nt	5%	-13	?	-1%	-3	nt	-3%
Cc1csc(NC(=O)CSc2nnc(CCNC(=O)c3ccc(Cl)c(Cl)c3)n2C)n1	-15	-4%	-0.3%	7%	7%	-10	9%	14%	19	3	3%
Cc1ccc(-n2nc(C)c3c(C)c(CCC(=O)NCc4ccco4)c(C)nc32)cc1	-1	10%	0.2%	0%	-1%	4	3%	8%	-3	-1	3%
C=CCOc1ccc(/C=C/C(=O)OCc2csc(CC(=O)Nc3ccccc3C)n2)cc1	8	2%	-0.2%	nt	3%	3	1%	20%	-12	nt	nt
COc1ccccc1NC(=O)C(CC=C(Cl)Cl)C(C)=O (stereo not given)	2	0%	-0.4%	-3%	-7%	5	11%	-8%	-7	6	0%
Cc1cc(/C=C(/C#N)C(=O)Nc2ccc(Cl)cc2)c(C)n1-c1cccnc1	-30	0%	0.1%	2%	0%	8	-2%	-6%	-9	0	1%
Cc1ccc2c(c1)[C@H]1[C@H](CO2)[C@H](c2ccccc2)[C@]2(C)C(=O)N(Cc3ccccc3)CC(=O)N12	-9	3%	-0.2%	nt	1%	-25	0%	-19%	-7	nt	nt
COc1ccc(CNC(=O)CN(C)Cc2ccccc2F)cc1OC	-2	-2%	-0.1%	-8%	-1%	14	0%	-8%	-8	-2	0%
CCS(=O)(=O)N1CCCC(C(=O)NCCc2ccc(OC)c(OC)c2)C1 (stereo not given)	14	2%	-0.5%	-2%	1%	3	?	-5%	24	3	-3%
COc1ccccc1NC(=O)c1ccccc1S(=O)(=O)c1ccc([N+](=O)[O-])cc1	-11	-14%	9.1%	-5%	1%	6	0%	-15%	-9	-1	3%
CCC(=O)c1cn(CC(=O)Nc2ccccc2)c2ccccc12	4	8%	-0.6%	3%	1%	13	5%	11%	-7	4	1%
CCOC(=O)c1ccc(N2CCOCC2)c(NS(=O)(=O)c2ccc(F)cc2)c1	nt	-1%	-0.8%	-3%	-4%	-16	-3%	-1%	0	nt	-4%
CCc1ccc(C2=NN(C(C)=O)C(c3ccco3)C2)cc1 (stereo not given)	1	-5%	-0.2%	-13%	-1%	-1	?	-3%	-4	-6	1%
C=CCNC(=O)c1ccccc1NC(=O)Cc1ccccc1[N+](=O)[O-]	-12	-2%	-0.3%	-6%	11%	-19	6%	-11%	-8	1	0%

3 entries out of the list above, sorted by their value in BCR signal inh, descending:
| compound | BCR signal inh |
| --- | --- |
| COc1ccccc1NC(=O)C(CC=C(Cl)Cl)C(C)=O (stereo not given) | 11% |
| Cc1csc(NC(=O)CSc2nnc(CCNC(=O)c3ccc(Cl)c(Cl)c3)n2C)n1 | 9% |
| CCOC(=O)c1ccc(N2CCOCC2)c(NS(=O)(=O)c2ccc(F)cc2)c1 | -3% |

New compounds follow
SMILES	KCNH2 3.1 inh	uPA generation	B2AR arrestin	PKM2 act	USP2a block	Giardia kill	BCR signal inh	Eya2 inh	hERG WT inh	Coupling enz	GALK inh
COc1ccc(C(=O)Nc2c(N)nc(SCC(=O)N3CCC(C)CC3)[nH]c2=O)cc1	-7	-4%	0.1%	3%	2%	4	1%	2%	-5	nt	4%
NC(=O)c1ccc(NC(=O)Cc2cccs2)cc1	5	0%	0.6%	-4%[11.5 µM]	-10%	-11	-25%	-9%	1	3	-3%
CCOC(=O)c1ccc[n+](CC(=O)c2ccc(NC(=O)c3ccccc3)cc2)c1	-4	-12%	3.0%	-2%	-2%	3	4%	9%	0	2	-1%
O=C(Nc1cnc2sccn2c1=O)c1ccc(Cl)cc1Cl	12	nt	0.2%	-13%	0%	-7	8%	-18%	-6	2	-2%
Cc1nc2c(=O)n(C)c(=O)[nH]c2n1Cc1ccccc1	16	-4%	0.3%	4%	1%	-2	5%	-22%	0	0	0%
CCN(CCNC(=O)c1ccc(C#N)cc1)c1cccc(C)c1	-5	0%	-0.3%	nt	-2%	-15	?	6%	5	2	5%
COc1ccccc1[C@@H]1C(c2ccc(F)cc2)=NN(c2ccccc2)[C@H]1C(=O)N1CCOC1=O	-4	-2%	-1.3%	0%	0%	13	3%	5%	-6	-4&0	nt
CCn1nc(C(=O)Nc2nc(-c3ccccn3)cs2)c2ccccc2c1=O	12	4%	0.0%	nt	0%	28	4%	-1%	-20	nt	nt
COc1ccc(C(=O)CCN2CCN(c3ccccc3OC)CC2)cc1	3	-2%	-0.2%	0%	5%	-11	?	4%	-4	2	2%
COc1ccc(-c2noc(N3CCC(C(=O)NCc4ccc(F)cc4)CC3)n2)cc1	16	-3%	0.4%	-2%	-1%	-19	?	4%	7	-1	nt
COc1ccc(-c2nc3n(c(=O)c2C#N)CCCS3)cc1	-7	-14%	0.0%	-3%	1%	-11	10%	-26%	2	1	1%
Cc1ccc(S(=O)(=O)N(C(=O)c2ccco2)c2cc3sc(=O)oc3c3ccccc23)cc1	-13	1%	-0.1%	22%	2%	-1	?	-11%	-1	-15	-2%
C=CCn1c(Oc2cc(C)ccc2C)nc2c1c(=O)n(C)c(=O)n2C	5	13%	-0.1%	1%	-1%	8	6%	-22%	-21	2	-1%
CCN(CC)S(=O)(=O)c1cccc(C(=O)NC(C(=O)NC2=NCCS2)C(C)C)c1 (stereo not given)	23	-2%	0.2%	-4%	1%	-3	-1%	-11%	8	2	6%
COc1ccc(CCN2CC(C(=O)NCCN3CCOC3=O)CCC2=O)cc1 (stereo not given)	nt	2%	-1.1%	-6%	-2%	-7	3%	-1%	-1	0	4%
O=C(OCC(=O)N1CCc2ccccc21)c1ccc([N+](=O)[O-])cc1	1	3%	-0.1%	nt	-2%	6	-1%	?	-11	nt	nt
CCc1ccc(N(C(C)=O)C2C=CS(=O)(=O)C2)cc1 (stereo not given)	8	nt	-0.1%	1%	-1%	10	1%	-16%	11	3	-1%
O=C(Cc1nn[nH]n1)Nc1cc(Cl)cc(Cl)c1	20	-8%	-0.6%	nt	-7%	25	-1%	-12%	4	7	4%
COc1ccc(NC(=O)C2=Cc3cccc(OC)c3OC2)cc1	5	-10%	0.2%	-2%	0%	6	?	-12%	-14	-10	-1%
CC(C)(C)c1ccc(OCCC(=O)Nc2cccc(S(=O)(=O)N3CCCCC3)c2)cc1	3	-9%	-0.6%	0%	-4%	10	?	-2%	-8	1	1%
COc1ccc2[nH]c3c(c2c1)CCN1C(=O)C(CC(=O)NC/C=C(\C)CCC=C(C)C)C[C@H](C(=O)N(C(C)C)C(C)C)[C@@]31C (stereo not given in full)	-9	?	-0.7%	nt	2%	-9	0%	5%	1	nt	nt
Cc1ccc(S(=O)(=O)N2CCOCC2)cc1NC(=O)CN1C(=O)NC(C)(c2ccc(Cl)cc2Cl)C1=O (stereo not given)	10	13%	0.2%	nt	?	-12	-1%	2%	26	nt	nt
CC(C)N(CCNC(=O)C1CCC(=O)N1Cc1ccc(F)cc1)Cc1ccccc1 (stereo not given)	-2	2%	-0.4%	-1%	2%	-15	-1%	-2%	-8	0	0%
NC(=O)c1ccc(-n2nnnc2SCC(=O)Nc2ccccc2-c2ccccc2)cc1	-13	2%	0.0%	-5%	0%	-1	0%	-37%	10	3	0%
Cc1cc(-c2ccccc2)cc(-c2ccccc2)[n+]1C	-16	-5%	-0.7%	-2%	3%	20	2%	2%	-2	3	-1%
Cn1c(SCC(=O)NC2CCCCC2)nnc1-c1cc2ccccc2o1	-21	-1%	1.1%	3%	0%	-2	-7%	22%	-8	3	1%
O=C(CS(=O)(=O)c1cn(Cc2ccc(F)cc2)c2ccccc12)N1CCOCC1	9	-3%	-0.4%	-2%	0%	-22	?	-2%	-1	3	1%
CCCCNC(=O)CCC(=O)Nc1ccc2nc(N3CCC(C)CC3)cc(C)c2c1	-28	-7%	0.0%	0%	-2%	22	5%	-12%	-1	0	1%
CN(C)S(=O)(=O)c1ccc(C(=O)NCCOc2ccccc2)cc1	-1	2%	-0.1%	3%	0%	-23	?	-2%	-11	2	0%
O=C(Nc1cc(C(=O)N2CCN(c3ccccc3O)CC2)ccc1Cl)c1cccs1	5	11%	0.1%	nt	4%	-4	?	0%	12	nt	nt
CC(=O)Nc1ccc(N2CCOCC2)c(Cl)c1	-5	1%	-0.2%	-21%	0%	10	?	2%	-7	0	0%
COc1ccc(CCCc2nnc(SCC(=O)NN)o2)cc1	11	5%	0.1%	7%	-1%	-6	-28%	5%	-4	-2	-1%
O=C(c1cc(-c2ccc(Br)cc2)on1)N1CCCCCC1	16	4%	-0.2%	-12%	0%	-6	?	-1%	17	1	8%
CCCCOc1cccc(NC(=O)CSc2nncn2C)c1	-1	-1%	-0.9%	-7%	0%	-4	1%	0%	31	3	1%
